From PubChem
FadD28 FP inh: blocks FadD28 binding to the bisubstrate probe. fluorescence polarization. inhibition, % at 12.5 µM. 360,000 tested, 0.22% active. AID 588549; in the data active = inhibition above about 8.5%, passing the limit was not always enough
Vc quorum ag: inducers of Vibrio cholerae quorum light production without autoinducers. 350,000 tested, 0.16% active. activation, % at 18.7 µM. AID 588436. V. cholerae BH1578 lux reporter, luminescence, 6 h; in the data active = activation mostly above about 9.7%, no sharp cut-off; note: not every result past the cut was called active; inactives centre near 0; reference of the scale not given here
TcdB GH inh: TcdB glycohydrolase inhibition | TcdB glycohydrolase enzymatic assay, plate reader | inhibition, % at 9.99 µM | 350,000 tested, 0.24% active | AID 652162; in the data active = inhibition above about 10%
Y pestis TopoI: Y. pestis Topo-I inhibition via cleavage products; Y. pestis Topo-I cleavage product accumulation, plate reader; activity, % at 10 µM; 360,000 tested, 0.064% active; AID 504884; in the data active = activity above about 50%, passing the limit was not always enough; note: inactives centre near 2
BioA inh: inhibitors of Mycobacterium tuberculosis BioA enzyme; purified M. tuberculosis BioA enzyme, plate reader; inhibition, % at 9.99 µM; 360,000 tested, 0.096% active; AID 602481; in the data active = inhibition above about 40%
GDH-TPI counter: GDH-TPI coupled enzyme inhibition counter-screen | 360,000 tested, 1.2% active | inhibition, % at 4.8 µM | GDH-TPI coupled enzyme counterscreen, NADH absorbance; in the data active = inhibition above about 30%;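 note: 0% = DMSO wells and 100% = wells lacking the enzyme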
UGM FP inh: inhibitors of M. tuberculosis UDP-galactopyranose mutase | purified UGM, fluorescence polarization probe displacement | inhibition, % at 10 µM | 320,000 tested, 0.06% active | AID 504406; in the data active = inhibition above about 10%, passing the limit was not always enough
PfHsp40 yeast: rescue of PfHsp40-mediated yeast toxicity; S. cerevisiae expressing PfHsp40, growth rescue, ATP luminescence; growth rescue, % at 12.5 µM; 340,000 tested, 0.68% active; AID 504582; in the data active = growth rescue above about 28%, passing the limit was not always enough;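 note: yeast W303a lacking pdr1 and pdr3 grown in galactose medium; growth measured after three days at 30 °C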
Mtb FBA inh: Mtb fructose-bisphosphate aldolase inhibition; P9WQA3; purified M. tuberculosis FBA, fluorescence read-out; inhibition, % at 1 µM; 360,000 tested, 2.3% active; AID 588726; in the data active = inhibition above about 27%;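 note: 0% = vehicle and 100% = reference inhibitor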
An asterisk follows results filed as active; i = inactive; nt = not tested or not shown; & = joins results of further samples.

SMILES	FadD28 FP inh	Vc quorum ag	TcdB GH inh	Y pestis TopoI	BioA inh	GDH-TPI counter	UGM FP inh	PfHsp40 yeast	Mtb FBA inh
CC(=O)OC1C(OC(C)=O)N(C(C)=O)C(=O)N1C(C)=O (stereo unspecified)	-7.1	i	nt	8	-1.1	-3	-0.4	-0.4	1
O=C(c1ccccc1OCc1ccccc1Br)N1CCN(c2ncccn2)CC1	-1.7	-2.1	nt	28	1.1	8	-0.5	-0.2	2
COc1ccc(-n2nc(C(=O)NCC(=O)NCCN(C)C)c3ccccc3c2=O)c(OC)c1	0.5	-0.2	-0.6	1	1.1	-12	-2.3	-0.8	-1
CCOC(=O)C1(C)Oc2ccccc2C(c2ccc(OC)cc2)=C1C(=O)OC (stereo unspecified)	-0.2	i	1.0	31	1.1	1	nt	5.1	0
COc1ccc2c(c1)Cc1sc(NC(=O)c3ccccc3)nc1-2	-3.9	i	nt	-13	-1.0	8	-2.2	7.5	1
COC(=O)Cn1c2ccc(C)cc2c2nc3ccccc3nc21	-1.3	-0.9	-0.5	3	-0.2	7	nt	-0.4	4
Cc1ccsc1C(=O)OCC(=O)NCc1cccs1	0.5	-0.4	-0.2	2	-0.4	5	nt	nt	0
COc1cc(CN2CCNC(=O)C2CC(=O)NCCc2ncccc2C)cc(OC)c1 (stereo unspecified)	-1.4	i	-1.4	2	nt	9	-0.6	-0.6	2
COC(=O)[C@H](CC(C)C)NC(=O)Cn1cnc2c(OCc3ccccc3)ncnc21	0.9	-0.2	4.4	4	-0.9	-4	nt	0.4	-3
CCc1ccccc1Nc1nc2ccccc2n1CC	-0.4	i	0.4	-2	-1.5	2	2.3	0.1	-4
CC1(C)Cc2c(c(=S)nc(-c3ccccc3)n2Cc2cccnc2)CO1	-1.2	-0.3	0.6	-1	-0.6	13	2.0	-0.5	1
O=C(NC1CCCC1)C1CCN(C(=O)c2ccc(Cl)cc2Cl)CC1	-3.7	0.6	-0.7	3	0.0	-11	-0.6	0.2	-1
O=S(=O)(c1cccc(-c2nnc3n2CCCCC3)c1)N1CCOCC1	-6.8	-0.4	0.9	-1	-0.3	9	0.8	-0.1	2
Cc1nc2nc(C)c(CCC(=O)N3CCc4ccccc43)c(C)n2n1	-0.2	-0.4	nt	6	0.4	4	-7.7	-0.2	1
CCn1c(=O)cc(N2CCOCC2)[nH]c1=O	-1.8	-0.4	0.4	-3	nt	-1	0.3	-0.3	3
Cc1ccc(C(=O)N(CC(=O)NC2CCCC2)c2ccccc2F)s1	-2.4	i	1.0	2	1.5	12	nt	nt	3
O=C(O)c1ccccc1S(=O)(=O)CC(=O)N1CCCCC1	-2.8	-0.3	0.8	9	-0.6	-4	-1.5	-1.2	2
C[C@H]1CN([C@@H](C)CO)C(=O)CCCn2nncc2CO[C@@H]1CN(C)Cc1ccc2c(c1)OCO2	0.1	1.1	-1.3&-0.3	3	0.7&-1.9	6	nt	nt	0
Cc1cc(=O)[nH]c(N/N=C/c2sccc2C)n1	-0.8	-1.1	0.8	-4	1.5	24	-0.1	0.3	-3
Cc1ccc(Nc2ccc(C(=O)NCCc3ccccc3)cn2)cc1	-2.6	i	2.1	-2	0.8	5	-1.3	0.7	-4
O=C(N/N=C/c1ccc(N2CCOCC2)s1)c1ccccc1Cl	-0.4	-0.2	0.9	-5	nt	16	-2.1	-0.8	-2
Cc1ccc([C@H]2N[C@]3(CCCN(Cc4ccc(C(F)(F)F)cc4)C3=O)[C@H]3C(=O)N(Cc4ccccc4)C(=O)[C@@H]23)cc1	-1.5	-4.5	-2.9	-1	0.6	7	nt	nt	-2
Cc1ccc(/C=C/C(=O)Nc2ccc(S(=O)(=O)Nc3ncccn3)cc2)cc1	-1.2	-0.3	-1.1	4	nt	17	-1.5	0.1	5
COc1ccc(/C=C2\SC(=S)N(CC(=O)OCC(=O)Nc3ccc([N+](=O)[O-])cc3OC)C2=O)cc1	-3.6	-0.7	0.3	-3	nt	2	nt	0.5	-5
Cc1ccc(C(=O)O)cc1S(=O)(=O)N1CCOCC1	0.0	-1.0	nt	14	0.0	9	-1.3	0.5	1
Cc1cccc(-c2nn(-c3ccccc3)cc2C(=O)Nc2cccc(S(=O)(=O)NC3=NCCC3)c2)c1	-7.2	i	0.9	22	0.3	5	-2.7	0.8	-4
C=CCO/N=C(\C)c1c(O)c(C)c(-c2ccccc2)n(-c2ccccc2)c1=O	-0.5	i	nt	4	-1.9	-3	3.6	0.9	4
Cc1cc(Cl)cc(Cl)c1OCCN1CCCC1	-1.5	-0.1	0.5	0	-0.3	0	-1.8	0.0	1
N#Cc1c(/N=C/c2cccs2)sc2c1CCC2	-1.9	i	nt	14	4.9	2	-1.1	1.0	2
CC(C)(C)OC(=O)N1CCC(C(=O)N[C@H](Cc2ccccc2)C(=O)O)CC1	0.3	nt	nt	5	-0.5	-5	-2.2	-0.6	0
COc1cc2c(=O)n(Cc3ccccc3)c(=O)n(CC(=O)NCC3CCCO3)c2cc1OC (stereo unspecified)	-0.7	-0.3	nt	-4	-4.6	16	3.1	-0.2	11
CC(C)CN(C(=O)COC(=O)CNC(=O)c1ccccc1F)c1c(N)n(Cc2ccccc2)c(=O)[nH]c1=O	-2.8	i	2.1	1	2.4	8	3.4	-1.1	-2
Cc1nn(-c2ccccc2)c(C)c1/C=N/NC(=O)c1cc(-c2ccccc2)n[nH]1	-0.5	i	nt	-1	nt	5	-0.4	0.7	1
C=CCN(CC=C)Cc1cc(=O)oc2ccc3ccccc3c12	-3.0	nt	0.6	nt	-0.4	nt	nt	nt	7
CCCCc1cc2c(c(NC(=O)CC)n1)c(=O)oc1ccccc12	-2.6	-6.2	0.0	-4	nt	0	nt	0.6	20
O=C1CCC(C(=O)N2CCCCCC2)CN1Cc1cccc(C(F)(F)F)c1 (stereo unspecified)	-3.4	5.9	1.0	2	-0.8	-3	-1.3	-0.5	2
O=C(CC1CCCC1)N1CCN(S(=O)(=O)c2ccccc2)CC1	0.4	i	-1.9	10	0.8	0	0.4	-1.2	-1
Cc1snnc1C(=O)NC(=S)Nc1ccccc1	-0.6	-0.2	5.2	0	0.7	10	-0.2	1.4	2
O=C1C=C(Nc2ccc(Cl)cc2Cl)CC(c2ccco2)C1 (stereo unspecified)	-3.5	-0.4	0.4	5	nt	3	0.3	-0.2	1
O=C(NCC(c1ccco1)N1CCCCC1)c1ccc(NS(=O)(=O)c2ccc(F)cc2)cc1 (stereo unspecified)	-4.2	i	0.7	6	0.5	-3	0.2	-1.2	-2

Grouped by structure, the compounds so far containing a CF3 group (two)
SMILES	FadD28 FP inh	Vc quorum ag	TcdB GH inh	Y pestis TopoI	BioA inh	GDH-TPI counter	UGM FP inh	PfHsp40 yeast	Mtb FBA inh
Cc1ccc([C@H]2N[C@]3(CCCN(Cc4ccc(C(F)(F)F)cc4)C3=O)[C@H]3C(=O)N(Cc4ccccc4)C(=O)[C@@H]23)cc1	-1.5	-4.5	-2.9	-1	0.6	7	nt	nt	-2
O=C1CCC(C(=O)N2CCCCCC2)CN1Cc1cccc(C(F)(F)F)c1 (stereo unspecified)	-3.4	5.9	1.0	2	-0.8	-3	-1.3	-0.5	2

Further records
SMILES	FadD28 FP inh	Vc quorum ag	TcdB GH inh	Y pestis TopoI	BioA inh	GDH-TPI counter	UGM FP inh	PfHsp40 yeast	Mtb FBA inh
COc1ccc(OCC(=O)NCCC2=CCCCC2)c([N+](=O)[O-])c1	-1.5	-2.2	-0.8	16	nt	8	1.2	3.1	1
CCN(CC)CCN(C(=O)c1ccc(CN2CCCCC2)o1)C(C(=O)NC1CCCCC1)c1ccc(F)cc1 (stereo unspecified)	-2.4	-0.2	0.6	-3	1.9	-6	-1.0	2.3	-2
Cn1nc(N)c2c(-c3ccccc3)c(C#N)c(N)nc21	-1.0	i	nt	0	nt	16	-4.1	-1.1	-1
Cc1ccc(C)c(Nc2c(F)c(F)c(F)c(F)c2C(=O)O)c1	-3.9	i	2.0	14	nt	9	6.3	18	-1
CCCN(CCC)CC(O)CN(c1cc([N+](=O)[O-])ccc1OC)S(=O)(=O)c1ccccc1 (stereo unspecified)	-1.8	-0.3	nt	17	-0.9	6	-0.2	1.2	5
CCCCNC(=O)c1nc(C2CCN(S(=O)(=O)c3c(F)cccc3F)CC2)oc1-c1ccccc1	-0.3	nt	0.7	nt	0.5	nt	nt	nt	2
CCN(CC(=O)Nc1ccc([N+](=O)[O-])cc1OC)c1ccccc1	-0.9	1.9	nt	5	0.3	7	0.6	0.7	0
Cc1cc(NC(=O)C(C)Oc2ccc(Cl)cc2Cl)no1 (stereo unspecified)	-1.2	-0.4	0.0	1	nt	-1	-0.5	2.8	-1
COCC(=O)N1CCC(Oc2ccc(C(=O)NCc3csc(C(C)C)n3)cc2)CC1	-2.9	12	1.4	4	1.2	-7	1.4	1.5	-1
Cc1ccc(Cn2c(SCc3cccnc3)nc3c2c(=O)n(C)c(=O)n3C)cc1	-1.7	i	nt	2	1.1	1	-1.3	-1.9	-3
Cc1ccc2nc(Nc3ccc(C)c(Cl)c3)c3nncn3c2c1	-0.2	-0.5	-3.9	-3	nt	2	0.5	-0.4	-2
O=C(c1ccc(F)cc1)C1CCN(C(=S)Nc2ccccc2Cl)CC1	1.1	-0.4	2.2	9	nt	3	1.2	-2.1	0
COc1ccc(N2C(=O)/C(=C/N(C)C)NC2=S)cc1	-0.8	-0.3	1.2	6	-0.4	18	0.6	-1.8	-4

An excerpt of these results, with two lines to a compound:
Below each SMILES – FadD28 FP inh	Vc quorum ag	TcdB GH inh	Y pestis TopoI	BioA inh	GDH-TPI counter	UGM FP inh	PfHsp40 yeast	Mtb FBA inh
- CC(=O)OC1C(OC(C)=O)N(C(C)=O)C(=O)N1C(C)=O (stereo unspecified)
→ -7.1	i	nt	8	-1.1	-3	-0.4	-0.4	1
- O=C(c1ccccc1OCc1ccccc1Br)N1CCN(c2ncccn2)CC1
→ -1.7	-2.1	nt	28	1.1	8	-0.5	-0.2	2
- COc1ccc(-n2nc(C(=O)NCC(=O)NCCN(C)C)c3ccccc3c2=O)c(OC)c1
→ 0.5	-0.2	-0.6	1	1.1	-12	-2.3	-0.8	-1
- CCOC(=O)C1(C)Oc2ccccc2C(c2ccc(OC)cc2)=C1C(=O)OC (stereo unspecified)
→ -0.2	i	1.0	31	1.1	1	nt	5.1	0
- COc1ccc2c(c1)Cc1sc(NC(=O)c3ccccc3)nc1-2
→ -3.9	i	nt	-13	-1.0	8	-2.2	7.5	1
- COC(=O)Cn1c2ccc(C)cc2c2nc3ccccc3nc21
→ -1.3	-0.9	-0.5	3	-0.2	7	nt	-0.4	4
- Cc1ccsc1C(=O)OCC(=O)NCc1cccs1
→ 0.5	-0.4	-0.2	2	-0.4	5	nt	nt	0
- COc1cc(CN2CCNC(=O)C2CC(=O)NCCc2ncccc2C)cc(OC)c1 (stereo unspecified)
→ -1.4	i	-1.4	2	nt	9	-0.6	-0.6	2
- COC(=O)[C@H](CC(C)C)NC(=O)Cn1cnc2c(OCc3ccccc3)ncnc21
→ 0.9	-0.2	4.4	4	-0.9	-4	nt	0.4	-3
- CCc1ccccc1Nc1nc2ccccc2n1CC
→ -0.4	i	0.4	-2	-1.5	2	2.3	0.1	-4
- CC1(C)Cc2c(c(=S)nc(-c3ccccc3)n2Cc2cccnc2)CO1
→ -1.2	-0.3	0.6	-1	-0.6	13	2.0	-0.5	1
- O=C(NC1CCCC1)C1CCN(C(=O)c2ccc(Cl)cc2Cl)CC1
→ -3.7	0.6	-0.7	3	0.0	-11	-0.6	0.2	-1
- O=S(=O)(c1cccc(-c2nnc3n2CCCCC3)c1)N1CCOCC1
→ -6.8	-0.4	0.9	-1	-0.3	9	0.8	-0.1	2
- Cc1nc2nc(C)c(CCC(=O)N3CCc4ccccc43)c(C)n2n1
→ -0.2	-0.4	nt	6	0.4	4	-7.7	-0.2	1
